Screens from PubChem BioAssay.
V-ATPase pHluor = yeast V-ATPase proton transport regulation by pHLuorin | S. cerevisiae, pHLuorin cytosolic pH fluorescence | response, % at 10 µM | 350,000 compounds, 0.37% hits; in the data active = response mostly above about 7.3%, no sharp cut-off; inactive = mostly below about 5.4%; also: actives read high; inactives centre near 0; some compounds called inactive have numbers as strong as hits; reference of the scale not given here
Keap1-Nrf2 PPI = Keap1-Nrf2 (human) interaction inhibition | Q14145 | 340,000 compounds, 0.15% hits | AID 504523 | Keap1 Kelch-Nrf2 peptide fluorescence polarization, 1536-well | inhibition, % at 9.4 µM; in the data active = inhibition above about 12%;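 also: human Keap1 Kelch domain with fluorescein labeled Nrf2 9mer peptide probe; 0% = neutral control wells and 100% = peptide positive control; higher means more block of Keap1 binding to Nrf2 peptide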
Target sequence (Q14145 whole entry, looked up, the tested form may be a part): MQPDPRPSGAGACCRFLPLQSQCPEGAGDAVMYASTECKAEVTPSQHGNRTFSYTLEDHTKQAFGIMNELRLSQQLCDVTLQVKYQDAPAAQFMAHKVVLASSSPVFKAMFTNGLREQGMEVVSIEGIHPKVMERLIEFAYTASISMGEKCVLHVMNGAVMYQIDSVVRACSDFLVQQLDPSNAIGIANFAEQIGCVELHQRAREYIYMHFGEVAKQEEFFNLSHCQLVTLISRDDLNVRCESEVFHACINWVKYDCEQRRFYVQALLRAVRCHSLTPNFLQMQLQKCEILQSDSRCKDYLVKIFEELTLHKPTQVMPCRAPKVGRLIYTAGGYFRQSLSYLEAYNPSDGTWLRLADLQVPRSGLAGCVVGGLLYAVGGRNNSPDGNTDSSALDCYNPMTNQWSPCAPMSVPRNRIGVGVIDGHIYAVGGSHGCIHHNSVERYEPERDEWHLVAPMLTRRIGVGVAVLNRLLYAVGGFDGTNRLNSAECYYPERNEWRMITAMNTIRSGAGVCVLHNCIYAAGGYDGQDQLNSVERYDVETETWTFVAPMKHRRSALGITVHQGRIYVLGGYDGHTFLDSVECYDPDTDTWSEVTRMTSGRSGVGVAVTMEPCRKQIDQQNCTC
HTR5A ag = HTR5A agonism, opioid heterodimer counter-screen. AID 504692. 340,000 compounds, 0.61% hits. activation, % at 9.3 µM. HTR5A agonist assay, luminescence, cell-based; in the data active = activation mostly above about 9.5%, no sharp cut-off; inactive = mostly below about 7.6%;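 also: 0% = cells with vehicle only and 100% = reference agonist; strong numbers were not always called active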
Target sequence (P47898 whole entry, looked up): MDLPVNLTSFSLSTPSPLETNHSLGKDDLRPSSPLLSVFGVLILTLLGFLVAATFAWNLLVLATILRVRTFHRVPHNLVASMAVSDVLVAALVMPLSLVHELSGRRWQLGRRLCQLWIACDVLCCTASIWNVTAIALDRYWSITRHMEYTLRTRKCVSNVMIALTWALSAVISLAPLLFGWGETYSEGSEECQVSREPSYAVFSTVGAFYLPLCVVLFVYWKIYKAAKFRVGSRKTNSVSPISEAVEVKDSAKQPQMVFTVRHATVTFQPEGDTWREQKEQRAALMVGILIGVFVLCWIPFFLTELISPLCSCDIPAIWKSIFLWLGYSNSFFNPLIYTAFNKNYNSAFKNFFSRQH
CAL-PDZ inh HTS = inhibitors of human CAL PDZ peptide binding; purified CAL PDZ, TMR-peptide fluorescence polarization, 1 h; inhibition, % at 24.9 µM; 300,000 compounds, 0.92% hits;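 active = mean inhibition of at least 30% with at least half of replicates also reaching 30%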;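 also: 0% = DMSO neutral control and 100% = excess unlabeled competitor peptide PRC23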
cardiac RTF act = cardiac RTF calcium sensitization; 340,000 compounds, 0.24% hits; P19429+P45379; activation, % at 7.2 µM; IANBD-labeled TnC RTF fluorescence at EC20 calcium; 0% EC20 calcium, 100% full calcium; AID 493008;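 active = activation above the mean over all tested compounds plus 3 SD, cut at about 30% in these data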;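 also: rise in fluorescence read as greater calcium sensitivity of cardiac thin filaments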
OPRM1-OPRD1 ag = agonists of human mu-delta opioid receptor heterodimerization. cells, OPRM1-OPRD1 heterodimerization, luminescence. 340,000 compounds, 0.3% hits. activation, % at 9.3 µM. AID 504326; in the data active = activation above about 18%;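 also: 0% = vehicle-treated cells and 100% = reference agonist; values of inactives mirror those of a sister screen read the other way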
Cardiac RTF inh = cardiac RTF calcium desensitization; P19429+P45379; IANBD-labeled cardiac RTF, Ca2+ fluorescence; inhibition, % at 7.15 µM; 340,000 compounds, 0.12% hits;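 active = inhibition above the mean inhibition of all tested compounds plus 3 SD, cut at about 17% in these data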;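 also: assay run at fixed EC70 calcium of 1.6 mM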
OPRM1-OPRD1 inv = inverse agonists of human mu-delta opioid receptor heterodimerization; P35372+P41143; cell-based MOR-DOR heterodimer luminescence, inverse agonism; inhibition, % at 9.3 µM; 340,000 compounds, 0.21% hits; in the data active = inhibition above about 22%, passing the limit was not always enough;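 also: 0% = cells with DMSO and 100% = wells without cells with DMSO; values of inactives mirror those of a sister screen read the other way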
HTR5A inv ag = counter-screen for OPRM1-OPRD1 inverse agonists: human HTR5A inverse agonism; P47898; inhibition, % at 9.3 µM; HTR5A cell line, luminescence; 340,000 compounds, 0.083% hits; in the data active = inhibition mostly above about 23%, no sharp cut-off; inactive = mostly below about 18%;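 also: 0% = cells with DMSO and 100% = no-cell wells with DMSO; some compounds called inactive have numbers as strong as hits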
LANA DNA inh = inhibitors of KSHV LANA C-terminal domain DNA binding; MBP-C-LANA/FAM-LBS DNA binding, fluorescence polarization; inhibition, % at 9 µM; 340,000 compounds, 0.078% hits; AID 504423;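 active = highest replicate inhibition at or above 60% at 9 µM, even if other replicates fall short; inactive = all replicates below 60% inhibition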;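 also: 0% = neutral control wells and 100% = 4 µM acridine orange control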
* marks the source's active call; other numbers are inactive results; · = no result given.

SMILES	V-ATPase pHluor	Keap1-Nrf2 PPI	HTR5A ag	CAL-PDZ inh HTS	cardiac RTF act	OPRM1-OPRD1 ag	Cardiac RTF inh	OPRM1-OPRD1 inv	HTR5A inv ag	LANA DNA inh
O=C1c2cc3ccccc3c(-c3ccccc3)c2C(=O)N1c1ccccn1	0	-1	-2	-5	0	-1.5	-3	8	-10	-1.4
O=C(NNC(=O)c1ccncc1)Nc1ccc(Br)cc1	1	-3	2	12	8	-1.6	-15	9	-9	0.0
C/C(N)=C(/C#N)C(=O)COc1ncnc2ccc(Br)cc12	4	-5	6	-2	4	-0.9	-1	5	-15	0.6
CC12CCC3c4ccc(O)cc4CCC3C1CC(=NO)C2O (stereo not drawn)	-2	-1	2	-3	-2	-2.0	6	10	-6	-0.5
CC1CCCN(C(=O)COC(=O)Cc2c(F)cccc2Cl)C1 (stereo not drawn)	1	-5	1	-1	8	0.8	1	-5	5	-1.3
COc1ccc(CC(=O)N/N=C(\C)c2cccs2)cc1	0	3	2	-3	2	-1.4	-2	7	-7	2.0
CCN1CCN(CC(=O)Nc2ccc(C)c(Br)c2)CC1	-1	-2	-3	0	1	-1.0	-5	5	11	2.7
COCCn1c(Cc2ccccc2)nnc1SCc1ccc([N+](=O)[O-])cc1	6	-3	0	1	11	-1.9	-9	10	-11	1.1
CCOc1cc(/C=C2\COc3ccccc3C2=O)ccc1OCC(=O)N(C)C	-1	-12	-4	-4	-2	1.5	5	-11	8	-1.2
Cc1ccc(NC(=O)C2CCCC2)c(Br)c1	-1	1	-2	·	5	-2.8	-1	14	-8	-0.3
CCOC(=O)[C@@H]1[C@H]2COc3cc(OC)ccc3[C@@H]2N2C(=O)N(c3ccc(OC)cc3)C(=O)[C@]12C	-5	1	7	1	-6	-1.6	3	9	-20	-0.3
CCOc1ccc(C(=O)Nc2c3c(nn2-c2ccccc2)CS(=O)(=O)C3)cc1	3	0	1	-4	-4	-1.4	3	7	-1	-0.5
COc1ccc(N2CCN(C(=O)c3ccccc3)CC2)c([N+](=O)[O-])c1	-2	-8	0	1	13	-0.7	3	3	3	-0.2
NC(CSC(c1ccccc1)(c1ccccc1)c1cccc2ccccc12)C(=O)O (stereo not drawn)	-1	0	5	-2	2	21*	0	-92	-21	-1.1
COc1ccc(NC(=S)N(CCN2CCOCC2)Cc2ccccc2F)cc1	-2	8	-2	-2	2	-2.4	-13	12	-1	0.7
COc1cc(C(=S)N2CCOCC2)ccc1OC(=O)c1ccccc1C	0	-6	5	-2	-7	0.6	-7	-3	-18	-3.6
CCO/C=N/c1c(C#N)c2c(c(=S)n1C)COC(C)(C)C2	1	-3	4	2	0	-2.2	-7	12	-18	2.3
NNC(=O)CSc1nc(-c2ccccc2)cn1-c1ccccc1	-3	-2	0	-4	3	-0.9	-6	5	-22	-0.4
Nn1c(SCC(=O)Nc2ccccc2F)nc2ccccc2c1=O	1	-1	0	-3	-6	1.3	-5	-7	-5	0.2
COc1ccc(C(=O)C23CC4CC(C2)CC(C(=O)c2ccc(OC)cc2)(C4)C3)cc1	5	1	4	-3	3	0.5	-3	-3	-12	-1.4
Cc1cccc(C)c1NC(=O)C1(N(Cc2ccco2)C(=O)CC2NC(=O)NC2=O)CCCC1 (stereo not drawn)	-1	-3	4	-3	-5	-1.8	0	11	-16	-1.4
Cc1ccc(-c2nnnn2-c2ccc(C)cc2)cc1	6	-5	4	-4	0	-2.8	-2	15	-10	0.1
COc1ccc(COCC(O)CN2CCCCC2)cc1OC (stereo not drawn)	1	-2	4	-2	-14	-1.3	0	7	-16	-1.8
COc1ccc(-n2c3c(cc(C(=O)NNc4ccccc4C)c2=O)C(=O)CC(C)(C)C3)cc1	1	-5	3	-1	-7	99*	3	-470	-7	-3.7
Cc1ccc2[nH]c(C(=O)O)c(NC(=O)c3ccccc3[N+](=O)[O-])c2c1	0	0	4	-2	-1	-2.2	-8	14	12	0.3
O=C(OCc1cc(-c2ccccc2)no1)c1ccc2ccccc2n1	0	-7	5	-12	1	-1.1	-2	6	-12	1.2
NNC(=O)C(Cc1cnc[nH]1)NC(=O)OCc1ccccc1 (stereo not drawn)	-5	5	-1	-2	0	-2.3	-2	12	3	0.2
CCOc1ccc(/C=C(\C(=O)O)c2ccc(S(=O)(=O)N3CCCCC3)s2)cc1OC	0	0	4	·	2	-3.0	-1	16	-13	1.1
O=C(Cc1cccs1)NCCc1cn2ccccc2n1	2	-2	-1	·	-6	-0.7	-10	4	-16	1.1
COc1cccc(NC(=O)NCCCSC2CCCCC2)c1	0	0	2	·	-4	4.8	-5	-27	-53	0.5
CN(C)C1CCN(C(=O)c2cccc(OC3CCN(S(=O)(=O)N(C)C)CC3)c2)C1 (stereo not drawn)	8	-4	3	-2	-3	-1.6	-4	9	-12	1.1
Cc1cc(C)c(S(=O)(=O)N2CCN(CCO)CC2)c(C)c1	3	-7	7	·	8	-1.0	-1	5	-19	0.4
COC(=O)c1ccccc1NC(=S)NC(=O)C1CCCCC1	-3	0	0	-1	9	-1.0	-2	5	-9	-1.5
COc1ccccc1NC(=O)COC(=O)[C@@H]1CCCN1C(=O)c1cccs1	-1	-5	1	-1	3	-1.2	-3	7	-18	3.3
O=[N+]([O-])c1ccc(/C=C/c2ccc3ccccc3n2)cc1	-6	-3	4	-5	-1	3.7	-5	-19	-11	0.2
COc1ccccc1/C=C1\SC(=O)N(CC(=O)NCCCn2ccnc2)C1=O	7	0	0	4	1	0.4	-2	-2	1	-0.8
CC(NC(=O)NCCCn1ccnc1)(C(F)(F)F)C(F)(F)F	-5	-2	-3	-2	0	-1.8	-1	11	23	0.6
O=C(CSc1nnc(COc2ccccc2Cl)o1)NC(=O)NC1CCCC1	-2	0	6	5	3	2.6	-7	-12	-15	1.3
CCOC(=O)CCCCC(=O)c1[nH]c(=O)[nH]c1CSc1nc(-c2ccccc2)c(C#N)c(=O)[nH]1	1	1	0	-2	-4	0.9	-14	-5	-1	0.2
COc1nc(C)ccc1-c1noc(-c2ccccn2)n1	-3	-3	4	·	2	1.5	-6	-8	5	1.3
COc1ccc(NC(=O)CC(C)n2ccnc2)cc1 (stereo not drawn)	0	-1	1	20	-2	-3.0	4	13	-4	-3.1
c1ccc(-c2nc(NCCCN3CCOCC3)c3ccccc3n2)cc1	-4	-6	-6	1	-2	-0.4	-14	3	16	-0.6
Cc1ccc(NC(=O)C2CCN(C(=O)NC3CCCCC3)CC2)cc1Cl	0	-1	0	-3	-2	-1.0	5	5	0	1.4
COc1ccc(C(=O)OCc2c(-c3ccccc3)ncc3ccccc23)cc1	-7	-3	5	2	-2	3.3	-10	-15	9	-1.0
Cn1c(=O)cc(SCC(=O)N2CCOCC2)c2ccc(Cl)cc21	-2	0	1	-4	6	-1.6	-1	8	-18	0.9
Cc1oc2c(F)c(F)c(F)c(F)c2c1S(=O)(=O)Nc1cccc(C(F)(F)F)c1	-5	-5	17*	-3	-4	5.6	-2	-23	-42	0.7
O=C(C1=NN(c2ccccc2)C2C(=O)N(c3ccccc3Cl)C(=O)C12)c1ccccc1 (stereo not drawn)	-6	0	3	·	26	3.4	-20	-18	3	4.8
COc1ccc(NC(=O)c2[nH]c(C)c(C(C)=O)c2C)cc1S(=O)(=O)N1CCOCC1	-2	5	1	-6	1	-1.6	12	9	-7	0.8
COc1ccc(S(=O)(=O)N2CCN(C(=O)CCSc3ccccc3)CC2)cc1	0	2	2	0	-6	1.4	-2	-6	-4	-1.7
COc1ccccc1/C=C/C(=O)N1CCC(c2ccccc2)C1 (stereo not drawn)	6	-2	3	-5	2	-2.8	-2	14	4	0.4

Ordered by value in OPRM1-OPRD1 inv (rising): 3 from the list above
mol,V-ATPase pHluor,Keap1-Nrf2 PPI,CAL-PDZ inh HTS,OPRM1-OPRD1 ag,OPRM1-OPRD1 inv,LANA DNA inh
COc1ccc(C(=O)OCc2c(-c3ccccc3)ncc3ccccc23)cc1,-7,-3,2,3.3,-15,-1.0
COc1ccc(S(=O)(=O)N2CCN(C(=O)CCSc3ccccc3)CC2)cc1,0,2,0,1.4,-6,-1.7
COc1ccccc1/C=C/C(=O)N1CCC(c2ccccc2)C1 (stereo not drawn),6,-2,-5,-2.8,14,0.4

Additional compounds follow.
SMILES	V-ATPase pHluor	Keap1-Nrf2 PPI	HTR5A ag	CAL-PDZ inh HTS	cardiac RTF act	OPRM1-OPRD1 ag	Cardiac RTF inh	OPRM1-OPRD1 inv	HTR5A inv ag	LANA DNA inh
Cc1cccc(C)c1OCc1cc(C(=O)N2CCN3CCCC3C2)no1 (stereo not drawn)	0	-5	4	-7	7	-0.4	-5	2	3	0.9
O=C(NCCO)c1cccc(S(=O)(=O)N2CCCCC2)c1	0	-1	2	0	-5	0.2	-9	-1	-7	-1.6
CCN(CC)CCNCC(=O)Nc1ccc(Oc2ccccc2)cc1	-2	2	-1	2	-5	-2.7	6	15	3	-1.2
COc1ccccc1C(CNC(=O)c1cccc(S(=O)(=O)NCc2ccccc2)c1)N(C)C (stereo not drawn)	2	1	5	-2	-1	-1.8	-7	9	31	-0.5
CC1CCc2sc(C(=O)N/N=C/c3ccc(O)cc3)cc2C1 (stereo not drawn)	-3	3	4	-1	-6	1.2	4	-6	-10	0.0
O=C(OCC(=O)N1CCCc2ccccc21)c1ccc(C(F)(F)F)cc1	2	-2	15	-1	0	5.3	-2	-34	-41	-0.2
CC(=O)c1cccc(NC(=O)C(OC(=O)c2ccccc2NS(=O)(=O)c2cccs2)c2ccccc2)c1 (stereo not drawn)	2	-6	-2	-1	3	-1.9	-17	10	24	-0.7
O=c1[nH]c(NNC(=S)NC2CCCCC2)nc2c1C1(CCCC1)Cc1ccccc1-2	2	-1	2	0	1	2.4	2	-12	-7	-1.4
CN[C@H](CC(=O)O)C(=O)O	1	-1	2	-2	6	-1.7	18*	9	-8	0.8
COc1ccccc1C(CC(=O)Nc1ccc(C)c(C)c1)c1ccc(OC(C)C)cc1 (stereo not drawn)	2	1	-6	-1	-7	-1.9	-10	12	15	0.6
COc1cccc(Sc2cc(N3CCOCC3)nc(-c3ccccc3)n2)c1	-5	-5	2	-1	2	0.4	-5	-2	17	-1.8
Cc1cc(OCc2cc(C(=O)NCc3csc(C(C)C)n3)no2)cc(C)c1Cl	-5	-3	2	-4	-2	4.4	0	-30	7	0.5
Cc1ccc(NC(=O)CSc2nnc3ccc(-c4cccnc4)nn23)cc1	-2	3	-4	·	-7	0.2	-10	-2	9	-0.8
COCCNC(=O)Cn1cc(S(=O)(=O)N2CCN(c3ccccc3F)CC2)c2ccccc2c1=O	-2	-1	-1	-2	7	-3.0	-1	15	3	0.1
CCC(=O)c1c(NCCc2ccccc2)cc(C)oc1=O	-2	-4	8	-2	-5	-2.6	2	12	-6	1.2
COC(=O)CCC(=O)N1CCCC(CO)(Cc2ccccc2F)C1 (stereo not drawn)	-3	0	5	-1	-5	0.4	4	-2	26	1.2
N#Cc1ccsc1NC(=O)CN1CCCCC1	-2	3	-1	-2	2	-1.1	-4	7	7	1.2
O=C(NCC1CCCO1)C(c1ccncc1)N(Cc1cccs1)C(=O)CN1C(=O)c2ccccc2S1(=O)=O (stereo not drawn)	-1	0	3	7	2	-0.8	-7	4	-7	-1.0
CCOC(=O)c1c(-c2ccc(C)o2)csc1NC(=O)CSc1nncs1	1	-19	4	-11	3	-1.4	-9	8	-2	0.1
Cc1ccc(Nc2nc(-c3ccccc3)cs2)nc1	2	2	3	·	3	5.4	-9	-28	1	-5.9
